Compound activity from PubChem.
TAAR1 antag: antagonists of human TAAR1. Q96RJ0. CHO RD-HGA16 TAAR1, Fluo-8 calcium fluorescence, antagonist. inhibition, % at 3 µM. actives 1.5% (n = 360,000). AID 624466;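 active = inhibition above a per-plate cutoff, the mean inhibition of test compounds on that plate plus 3 SD, cut at about 49% in these data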;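 note: 0% = DMSO plus EC80 beta-PEA response and 100% = DMSO alone without agonist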
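test system = CHO RD-HGA16 cells bearing hTAAR1 | replication = singlicate | controls = DMSO-only wells and EC80 β-PEA-stimulated wells | reagent = EC80 β-phenethylamine stimulus | read-out basis = percent inhibition of PEA-evoked calcium signal, max/basal emission ratio | schedule = seeding 17-24 h prior, 75-min 37 °C, 30-min RT dye loading | signal = kinetic Fluo-8 calcium fluorescence measurement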
CRFR2-BP ag: agonists of human CRF-binding protein/CRF-R2 receptor complex | activation, % at 13.2 µM | actives 0.46% (n = 350,000) | HEK293 CRF-R2/CRF-BP, calcium dye fluorescence (FLIPR); percent of saturating CRF peptide response;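 active = activation of at least 50%, plus an integration ratio under a set limit after plate pattern correction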;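 note: plate controls were neutral control wells without compound for no effect and CRF at EC100 for full effect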
CHRM5 PAM: positive allosteric modulators of human muscarinic M5 receptor | P08912 | CHO-K1 hM5, Fluo-8 calcium, ACh EC20 PAM; 0% = ACh EC20, 100% = ACh EC100 | activation, % at 3 µM | actives 0.3% (n = 360,000) | AID 624038;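 active = activation above the run cutoff, the mean activation of all test compounds plus 3 SD, cut at about 18% in these data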
Target sequence (P08912 whole entry, looked up): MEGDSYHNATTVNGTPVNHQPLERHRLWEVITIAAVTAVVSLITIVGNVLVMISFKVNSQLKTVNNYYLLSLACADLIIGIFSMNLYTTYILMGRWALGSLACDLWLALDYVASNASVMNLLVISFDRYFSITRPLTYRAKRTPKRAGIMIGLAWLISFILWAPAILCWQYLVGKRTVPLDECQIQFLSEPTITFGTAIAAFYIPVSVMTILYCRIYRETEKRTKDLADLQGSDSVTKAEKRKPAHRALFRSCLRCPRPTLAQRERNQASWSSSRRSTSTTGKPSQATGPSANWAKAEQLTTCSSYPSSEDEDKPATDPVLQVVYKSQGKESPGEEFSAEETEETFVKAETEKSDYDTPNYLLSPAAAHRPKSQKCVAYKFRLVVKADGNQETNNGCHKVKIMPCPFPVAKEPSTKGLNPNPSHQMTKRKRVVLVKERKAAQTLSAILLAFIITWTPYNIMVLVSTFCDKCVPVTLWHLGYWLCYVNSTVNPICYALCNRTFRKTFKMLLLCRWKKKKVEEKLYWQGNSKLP
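system = human M5 receptor in CHO-K1 cells | reagent = EC20 acetylcholine as agonist stimulus | compound dosing = single-point, 3 µM nominal | incubation = Fluo-8 loading 80 min at 37 °C plus 30 min room temperature | detection = Fluo-8 calcium dye fluorescence, kinetic read | benchmarks = low control EC20 acetylcholine (0%), high control EC100 acetylcholine (100%)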
CHO-K1 Ca PAM: M1 PAM counterscreen hit in parental CHO-K1 cells; ATP EC20, Fluo-8 calcium fluorescence; 0% at ATP EC20, 100% at ATP max; activation, % at 3 µM; actives 0.02% (n = 360,000); AID 602247;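 active = activation above the run cutoff, the mean activation of all test compounds plus 3 SD, cut at about 40% in these data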;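 note: peak over basal fluorescence ratio in a 140 s read after ATP addition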
CHRM4 PAM: potentiates acetylcholine response at human M4 receptor | CHO-K1 hM4/Gqi5, Fluo-8 calcium fluorescence, ACh EC20; 0% = ACh EC20, 100% = maximal ACh | P08173 | AID 624126 | actives 0.4% (n = 360,000) | activation, % at 3 µM;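 active = activation above its plate's cutoff, the mean activation of sample wells plus 3 SD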; note: some results filed as inactive read as strong as hits
Target sequence (P08173 whole entry, looked up): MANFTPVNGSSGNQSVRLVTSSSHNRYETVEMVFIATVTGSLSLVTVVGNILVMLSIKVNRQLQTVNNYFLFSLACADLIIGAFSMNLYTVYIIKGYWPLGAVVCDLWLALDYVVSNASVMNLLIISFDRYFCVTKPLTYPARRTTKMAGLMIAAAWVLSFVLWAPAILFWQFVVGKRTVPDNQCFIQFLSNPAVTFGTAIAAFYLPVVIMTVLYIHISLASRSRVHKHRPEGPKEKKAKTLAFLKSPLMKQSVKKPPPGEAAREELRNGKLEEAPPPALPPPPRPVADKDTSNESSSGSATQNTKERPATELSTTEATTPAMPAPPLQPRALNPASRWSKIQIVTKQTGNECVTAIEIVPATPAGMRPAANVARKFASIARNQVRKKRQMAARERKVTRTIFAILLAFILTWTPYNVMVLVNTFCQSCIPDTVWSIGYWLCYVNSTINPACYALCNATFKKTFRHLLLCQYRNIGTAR
CHRM5 antagonist: CHRM5 antagonism in calcium assay; P08912; AID 624040; inhibition, % at 3 µM; actives 0.59% (n = 360,000); CHO-hM5 cells, Fluo-8 calcium fluorescence, ACh EC80;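 active = inhibition above a per-plate cutoff, the mean of that plate's test compounds plus 3 SD, cut at about 27% in these data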;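 note: 0% = acetylcholine EC80 with DMSO and 100% = DMSO without agonist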
CHRM5 agonist: agonists of human muscarinic M5 receptor (CHRM5) | AID 624037 | actives 0.19% (n = 360,000) | CHO-K1 hM5 cells, Fluo-8 calcium fluorescence; 0% DMSO wells, 100% maximal acetylcholine response | activation, % at 3 µM;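 active = activation above the run's mean over test compounds plus 3 SD, cut at about 23% in these data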;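 note: signal is peak over basal fluorescence ratio across the kinetic read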
CRFR2-BP antag: blocks CRF-induced signaling of the CRF-BP/CRF-R2 complex. HEK293 CRF-R2/CRF-BP, CRF-induced calcium fluorescence. inhibition, % at 11.8 µM. actives 0.59% (n = 350,000);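 active = inhibition of the ligand-induced calcium signal above about 50% at the single tested concentration, limit read from the data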
TAAR1 ag: human TAAR1 agonism. Q96RJ0. activation, % at 3 µM. CHO RD-HGA16 TAAR1, Fluo-8 calcium fluorescence; vehicle wells 0%, saturating PEA agonist 100%. actives 0.99% (n = 360,000);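 active = activation above the mean activation of all test compounds in the run plus 3 SD, cut at about 38% in these data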
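Test system: RD-HGA16 (CHO) cells co-expressing Gα16 and hTAAR1 / Benchmarks: DMSO vehicle as 0%, PEA at EC100 as 100% / Repeats: no replicates (n 1) / Measure: % activation from peak over basal fluorescence ratio, DMSO-to-PEA scaled / Timing: 17-24 h plating, Fluo-8 75 min 37 °C, 30 min RT / Technique: kinetic Fluo-8 calcium fluorescence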
Numbers without * were called inactive; nt = no result given.

SMILES | TAAR1 antag | CRFR2-BP ag | CHRM5 PAM | CHO-K1 Ca PAM | CHRM4 PAM | CHRM5 antagonist | CHRM5 agonist | CRFR2-BP antag | TAAR1 ag
CCCOc1cc(CC(=O)NCc2ccco2)ccc1OC | -11 | 0.5 | -1 | 16 | -11 | -5 | 3 | 3 | 4
O=c1ccn([C@@H]2O[C@H](CNS(=O)(=O)c3csc(-c4ccno4)c3)[C@@H](O)[C@H]2O)c(=O)[nH]1 | -18 | 2.7 | -5 | 1 | -5 | 3 | 1 | -26 | 0
Cc1[nH]cc(Br)c(=O)c1Oc1ncc(C(F)(F)F)cc1Cl | -12 | -1.0 | -1 | 14 | 2 | 1 | -1 | 31 | 1
COc1ccc(CNC(=O)c2ccc(N3CCC4(CC3)CC(c3ccc(Cl)cc3)=NO4)c(NC(=O)c3ccccc3)c2)cc1 | 2 | -0.1 | 7 | 8 | 0 | 3 | 3 | 3 | 1
COc1ccc(OC)c(NC(=O)C2CCN(Cc3cnn(-c4ccccc4)c3-n3cccc3)CC2)c1 | -10 | 0.0 | 1 | 19 | 0 | -5 | 1 | 10 | -2
CN(C)S(=O)(=O)c1ccc(-c2csc(N/N=C/c3ccc(O)cc3)n2)cc1 | 77* | 4.0 | -14 | -10 | -25 | 24 | -1 | -6 | 27
COC(=O)c1cc(C(=O)N2CCN(C(=O)c3ccco3)CC2)cc([N+](=O)[O-])c1 | -22 | -3.4 | -5 | -4 | -3 | 5 | -3 | -11 | 2
CCOC(=O)c1nnn(-c2nonc2N)c1CN(CC)c1ccccc1 | 15 | -2.2 | 1 | 12 | -4 | -3 | 0 | 11 | 0
O=C1CSC(=Nc2ccccc2Cl)N1 | -3 | 2.9 | 0 | 13 | 8 | 2 | 0 | 25 | 16
CCOC(=O)CNC(=O)CSc1nnc(C)c(=O)[nH]1 | -5 | -0.8 | 5 | 19 | 5 | -3 | 0 | -11 | 0
CCOC(=O)/C=c1/s/c(=C/c2ccccc2OC)c(=O)n1CC(=O)N1CCOCC1 | 10 | -2.5 | 1 | -4 | 0 | 8 | 1 | -2 | 3
Cc1oc(-c2ccc3c(c2)OCCO3)cc1C(=O)NCC(=O)O | 9 | -0.9 | 5 | -10 | 10 | -8 | 6 | 1 | 3
CC(=O)c1ccc(C(=O)NC2CCCN(Cc3ccc(Cl)cc3)C2)s1 (stereo not given) | 5 | -1.1 | -13 | -14 | -6 | 11 | -6 | 12 | -1
O=C1Nc2ccccc2C12NCCc1c2[nH]c2ccccc12 (stereo not given) | -1 | -0.5 | 0 | 20 | -5 | 0 | 4 | 0 | 10
CCOc1ccc(NC(=O)CC2C(=O)N(c3ccccc3)C(=O)N2CCc2cccs2)cc1 (stereo not given) | 22 | -1.3 | -5 | -4 | 4 | 3 | -1 | 10 | 4

An excerpt from above in order of the CRFR2-BP ag value, highest first.
Structure,CRFR2-BP ag
CCOC(=O)CNC(=O)CSc1nnc(C)c(=O)[nH]1,-0.8
CC(=O)c1ccc(C(=O)NC2CCCN(Cc3ccc(Cl)cc3)C2)s1 (stereo not given),-1.1
CCOc1ccc(NC(=O)CC2C(=O)N(c3ccccc3)C(=O)N2CCc2cccs2)cc1 (stereo not given),-1.3

(further entries)
SMILES | TAAR1 antag | CRFR2-BP ag | CHRM5 PAM | CHO-K1 Ca PAM | CHRM4 PAM | CHRM5 antagonist | CHRM5 agonist | CRFR2-BP antag | TAAR1 ag
CCC(=O)c1ccc(OCC(=O)N2CCc3cc(OC)c(OC)cc3C2)cc1 | 10 | -1.2 | -6 | 14 | 3 | 8 | -1 | 2 | 14
CCOC(=O)c1c(-c2ccccc2)c(C(C)=O)c(=O)n(C)c1C | 19 | -0.4 | -4 | 11 | -4 | 5 | 2 | 5 | 2
Cc1nn(C)c(C(=O)NNC(=S)Nc2ccc(Cl)cc2)c1[N+](=O)[O-] | 2 | -2.6 | -4 | 3 | 1 | -2 | 3 | 48 | 13
CCc1ccc(C2C(C(=O)O)c3ccccc3C(=O)N2C)cc1 (stereo not given) | -14 | -0.9 | 5 | 21 | 5 | -6 | 1 | 11 | 2
CC1CCCC(NS(=O)(=O)c2cccc3nsnc23)C1C (stereo not given) | -19 | -3.1 | -1 | 6 | 3 | 7 | -7 | -16 | 2
CN(C)c1ccc(C2OC(=O)C3(CCCC3)C(=O)C2(C)C)cc1 (stereo not given) | 3 | 4.0 | 0 | -9 | 7 | -11 | 1 | -21 | 10
C=C(C)Cn1c(CN(C)Cc2ccccc2)nc2c1c(=O)n(C)c(=O)n2C | 19 | -1.1 | -10 | -23 | -8 | 8 | 3 | 7 | 4
N#CCCN(C(=O)COC(=O)COc1ccc(Cl)cc1)c1ccccc1 | -18 | -1.7 | -4 | 13 | 2 | 1 | -3 | 0 | 5
Cc1ccc(-c2nc(CS(=O)CC(=O)NC3CC3)c(C)o2)cc1 (stereo not given) | -18 | -1.9 | 4 | 12 | 2 | -3 | -3 | 5 | 3
Cc1cccc(-c2cc(C(=O)Nc3sc(C)c(C)c3C(N)=O)c3ccccc3n2)c1 | 33 | 2.6 | 6 | -9 | 7 | -5 | 3 | -10 | 1
O=S(=O)(c1ccccc1)N1CCN(CC2CC3C=CC2C3)CC1 (stereo not given) | -25 | -1.5 | 2 | 15 | -3 | -5 | -6 | 6 | 8
CC(Oc1ccc(F)cc1)C(=O)NN (stereo not given) | -14 | 0.6 | -7 | 6 | -2 | 8 | -2 | 28 | -1
O=C(O)c1cccc(N2C(=O)c3cccc(Oc4ccc(Cl)cc4)c3C2=O)c1 | -14 | 1.5 | 7 | 28 | 4 | 2 | -2 | 19 | 0
CCOC(=O)c1ccc(-n2ccnc2)c(NC(=O)c2cccc(Br)c2)c1 | -7 | -0.4 | -3 | 17 | 0 | 6 | -3 | -4 | -2
COc1cccc(/C=N/NC(=O)c2ccncc2)c1OC(=O)c1ccc(Br)cc1 | nt | 2.3 | -8 | 22 | -3 | -6 | 2 | 0 | nt
CCCNC(=O)Nc1ccc(C)cc1C | -4 | 0.7 | 8 | 9 | 2 | -11 | -3 | 10 | 1
Cc1cc(C)c(Nc2ncnc(N)n2)c(C)c1 | -28 | -0.2 | 4 | -18 | -74 | 5 | -3 | 1 | 3
C/C(=N\NC(=O)c1ccc(N(C)C)cc1)c1ccc(C)cc1C | -4 | 0.3 | -2 | -6 | 4 | 4 | -2 | 2 | 2
CCOc1ccc(N(CC(=O)Nc2ccccc2OC)S(C)(=O)=O)cc1 | -9 | -2.1 | 0 | -18 | -4 | 5 | -2 | 16 | 2
COn1c(SCc2ccc(Cl)cc2)nc2ccccc2c1=O | 15 | 4.2 | -5 | 23 | -16 | 2 | -3 | 20 | 5
O=C(COC(=O)c1ccccc1)c1ccc(S(=O)(=O)N2CCCCC2)cc1 | 7 | 0.2 | 0 | -3 | 3 | -5 | 1 | -3 | -1
Cc1ccc(C(=O)OCCN(C)Cc2ccccc2)cc1 | -19 | 44 | -4 | 20 | -8 | 0 | -8 | -113 | 2
O=C(c1ccc(Br)o1)N1CCN(c2ccc3nnc(-c4ccccc4)n3n2)CC1 | 19 | -0.6 | -7 | 27 | 9 | 8 | 3 | -3 | 2
CNC(=O)CN(C1CCCCC1)S(=O)(=O)c1ccc(OC)c(Cl)c1 | 4 | -1.4 | -2 | 13 | -2 | -3 | -3 | -3 | 10
COc1ccc(CN2CCN(Cc3ccc4ccccc4c3)CC2)cc1OC | -19 | -1.0 | 2 | 12 | -6 | 7 | -8 | -9 | 2
Cc1cc(Cl)ccc1OCC(=O)Nc1cccnc1 | 6 | 0.9 | -9 | -7 | -7 | 27 | -2 | 5 | 4
Cc1ccc(C)c(NC(=O)COC(=O)Cc2ccsc2)c1 | 15 | -1.1 | 6 | 22 | 13 | 2 | 3 | 5 | 0
NC(=O)C1CCN(C(=O)c2ccco2)CC1 | -16 | 0.4 | -3 | 7 | 2 | -5 | 3 | 5 | 11
O=C(CSc1nnnn1-c1ccc2c(c1)OCO2)NCc1ccccc1 | -4 | 0.4 | -5 | 12 | -5 | 4 | 0 | 2 | 3
O=C(Nc1nc(-c2ccccc2)cs1)C1CCCCN1S(=O)(=O)c1ccc(Cl)cc1 (stereo not given) | nt | -0.7 | -12 | -16 | -7 | 3 | -1 | -26 | nt
CCCOc1ccc(-c2c(C(=O)N/N=C(\C)c3ccncc3)nnn2-c2nonc2N)cc1 | -5 | 0.3 | 0 | 13 | 5 | 3 | -4 | -7 | 11
Cc1ccccc1-n1nnnc1SCC(=O)Nc1ccc(N2CCN(C)CC2)cc1 | 11 | -1.6 | -5 | -9 | -9 | 5 | -10 | 4 | 25
COCOCCn1cc(CN2CCS(=O)(=O)N(Cc3ccc(-c4ccc(Cl)cc4)cc3)C(C)C2=O)nn1 (stereo not given) | 22 | -0.4 | -5 | -6 | -6 | 5 | 0 | 19 | 6
CCCc1cc(-c2nc(-c3ccc(Br)cc3)cs2)ccn1 | 5 | 2.4 | 0 | 14 | 3 | -2 | -2 | -3 | -1
Cc1cc(C)n2nc(S(=O)(=O)N(C)c3ccccc3)nc2n1 | -11 | 2.9 | -7 | 20 | -2 | -1 | -1 | 11 | 0
COC(=O)C1=NNC2(c3ccc(C)cc3)C(=O)N(c3ccc(C)cc3)C(=O)C12 (stereo not given) | -2 | -1.2 | 6 | 12 | 4 | 2 | 1 | -1 | 0
CC(=O)N1CCc2[nH]c3ccc(C)cc3c2C1 | 12 | 4.3 | 3 | 16 | 1 | 0 | 1 | -36 | 2
O=C(Nc1ccccc1C(=O)N1CCCCC1)c1ccccc1C(F)(F)F | -14 | 0.0 | 7 | 7 | 5 | -8 | -2 | 2 | 2
Cc1cc(C(=O)Cn2nc(C(=O)O)c3ccccc3c2=O)c(C)n1-c1ccc(F)cc1 | 0 | -0.7 | -3 | 20 | 1 | 5 | -3 | 11 | -1
COC(=O)Cc1cn(-c2ncc(C(F)(F)F)cc2Cl)c2ccccc12 | -24 | -1.3 | 0 | 20 | 1 | -3 | -6 | 19 | 8
CN(Cc1cn(-c2ccccc2)nc1-c1ccc2c(c1)OCO2)Cc1nccn1C | 8 | 0.3 | -5 | -1 | -3 | -5 | -6 | -2 | 4
CSc1nc2ccc(NS(=O)(=O)c3cccc(Cl)c3Cl)cc2s1 | -6 | -0.9 | -8 | 28 | -6 | 1 | 7 | -23 | 8
O=C(NCc1ccco1)c1ccc(Cl)s1 | 2 | -1.0 | 9 | 2 | 8 | -17 | -1 | 16 | 3
